APEX1 inh: APE1 (human) endonuclease inhibition. P27695. recombinant APE1, TAMRA/BHQ-2 abasic DNA cleavage fluorescence. Potency, µM (titrated, usually from 65.8 µM), without a hit: at the top dose activity change, negative = inhibition, most hits filed as inhibitors. hit rate 0.35% among 350,000. AID 2517;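 further: potency means the concentration at half of the fitted maximal effect; plate controls were vehicle for no effect and reference inhibitor for full effect; nearly all actives have a fitted effect of over 55% in size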
Target sequence (P27695 whole entry, looked up): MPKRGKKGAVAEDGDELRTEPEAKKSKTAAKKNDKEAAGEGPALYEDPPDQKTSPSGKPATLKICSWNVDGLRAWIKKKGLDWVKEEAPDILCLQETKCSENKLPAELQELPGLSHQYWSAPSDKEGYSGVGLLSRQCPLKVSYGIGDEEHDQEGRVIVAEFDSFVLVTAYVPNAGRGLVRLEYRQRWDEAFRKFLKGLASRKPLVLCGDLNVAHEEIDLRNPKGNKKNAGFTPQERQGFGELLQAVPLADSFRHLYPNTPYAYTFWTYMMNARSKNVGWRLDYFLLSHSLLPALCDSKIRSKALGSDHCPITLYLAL
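Endonuclease cleavage of a quenched abasic-site DNA duplex (50 nM) by APE1 (0.75 nM) was tracked by TAMRA dequenching. Compounds were preincubated with enzyme 15 min at room temperature; data normalized to buffer-only and DMSO wells plus NSC13755 control.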
BLM helicase inh: blocks DNA unwinding by human BLM helicase; P54132; recombinant BLM DNA unwinding, fluorescence dequenching; Potency, µM (top dose mostly 56.1 µM), inactives show at the top dose activity change, negative = inhibition, actives largely listed as inhibitors; hit rate 0.2% among 350,000; AID 2528;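 further: potency means the concentration at half of the fitted maximal effect; plate controls were vehicle for no effect and no enzyme for full effect; nearly all actives have a fitted effect of over 35% in size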
POLB inh: blocks human DNA polymerase beta activity. Pol beta primer extension/strand displacement, fluorescence kinetic. P06746. hit rate 1.3% among 340,000. Potency, µM (titrated, usually from 114 µM), for the others: at the highest dose activity change, negative = inhibition, usual class: inhibitors; further: potency means the concentration at half of the fitted maximal effect; on the % scale 0 is the no-effect control and ±100 the full control effect
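Homogeneous kinetic assay of primer extension and strand displacement by 10 nM Pol beta, preincubated 15 min at room temperature with compound before 50 nM substrate (final) was added. Read at 0 and 10 min; four-parameter Hill fit.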
GRP78 ERSR act: inducers of ER stress response in human glioma cells | U87-MG GRP78 promoter luciferase reporter, 16 h | Potency, µM, for inactives: at the highest dose activation, actives largely listed as activators | hit rate 0.02% among 420,000; further: potency means the concentration at half of the fitted maximal effect; series mostly up to about 76 µM; % of control where 0% means no effect; nearly all actives have a fitted effect of over 35% in size
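Stably transfected U87-MG glioma cells carrying a GRP78-based luciferase sensor; 16 h compound incubation. Luminescence end-point read 10 min after Bright-Glo addition at room temperature.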
LDHA block: inhibitors of human lactate dehydrogenase A. purified LDHA, NADH/diaphorase-resazurin fluorescence; stronger effect = lower value. hit rate 0.15% among 480,000. P00338. activity change, % (values are at about 110 or 230 µM); in the data active means activity change below about -30%; inconclusive means mostly about -25% to -30%;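 further: plate controls were DMSO wells for no effect and wells without enzyme for full effect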
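Resorufin fluorescence (ex540/em590), read at 0 and 20 min after diaphorase/resazurin addition, reports the NADH left after a 5 min room-temperature reaction of 2 nM human LDH5 with 0.06 mM NADH and 0.2 mM pyruvate.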
POLI inh: inhibitors of human DNA polymerase iota; Pol iota fluorescent replication assay, 10 min; Potency, µM (titrated, usually from 115 µM), for the others: at the highest dose activity, negative = inhibition, most hits filed as inhibitors; hit rate 1% among 390,000; further: potency means the concentration at half of the fitted maximal effect
Target sequence (Q9UNA4 whole entry, looked up): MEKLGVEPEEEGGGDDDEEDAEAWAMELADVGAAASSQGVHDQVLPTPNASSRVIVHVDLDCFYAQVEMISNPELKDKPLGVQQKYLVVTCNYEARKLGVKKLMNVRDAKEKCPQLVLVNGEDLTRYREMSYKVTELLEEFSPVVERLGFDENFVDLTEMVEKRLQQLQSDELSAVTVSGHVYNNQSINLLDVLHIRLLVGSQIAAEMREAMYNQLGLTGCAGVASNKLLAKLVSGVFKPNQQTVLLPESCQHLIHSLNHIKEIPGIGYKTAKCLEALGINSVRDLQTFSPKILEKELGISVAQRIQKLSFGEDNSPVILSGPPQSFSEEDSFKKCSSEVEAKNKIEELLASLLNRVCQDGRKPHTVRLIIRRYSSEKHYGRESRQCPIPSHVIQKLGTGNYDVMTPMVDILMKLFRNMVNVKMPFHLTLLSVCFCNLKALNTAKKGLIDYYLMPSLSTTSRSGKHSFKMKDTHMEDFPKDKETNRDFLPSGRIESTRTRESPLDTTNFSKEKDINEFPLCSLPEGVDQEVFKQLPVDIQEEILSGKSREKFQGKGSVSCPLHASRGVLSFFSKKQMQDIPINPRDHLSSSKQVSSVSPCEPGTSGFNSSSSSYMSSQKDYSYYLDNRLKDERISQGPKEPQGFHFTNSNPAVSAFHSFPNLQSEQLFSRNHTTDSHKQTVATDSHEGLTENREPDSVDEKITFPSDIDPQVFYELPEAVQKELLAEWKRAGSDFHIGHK
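Fluorescent replication assay read twice, at 0 min and 10 min after adding 50 nM (final) substrate. Enzyme (10 nM) and compounds were first incubated 15 min at room temperature; enzyme-free buffer wells were negative controls.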
Pol kappa inh: inhibitors of human DNA polymerase kappa. Q9UBT6. purified Pol kappa, fluorescent DNA synthesis assay, 10 min. Potency, µM (titrated, usually from 107 µM), without a hit: top-dose activity, negative = inhibition, actives largely listed as inhibitors. hit rate 0.53% among 400,000; further: potency means the concentration at half of the fitted maximal effect; on the % scale 0 is the no-effect control and ±100 the full control effect
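Activity was followed as the change in fluorescence between reads at 0 and 10 min after starting the reaction with 50 nM substrate. Beforehand, 10 nM polymerase had been preincubated with compound for 15 min at room temperature.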
POLH inh: blocks human DNA polymerase eta activity; Q9Y253; recombinant Pol eta, fluorescent DNA replication assay; Potency, µM (highest dose often 114 µM), inactives show top-dose activity change, negative = inhibition, most hits filed as inhibitors; hit rate 1.2% among 390,000; further: potency means the concentration at half of the fitted maximal effect; on the % scale 0 is the no-effect control and ±100 the full control effect
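Fluorescent replication assay: 50 nM final substrate added after a 15 min room-temperature compound preincubation with 10 nM enzyme. Signal taken at 0 min and again at 10 min.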
Anesthetic bind: binds horse apoferritin like a general anesthetic; apoferritin/1-aminoanthracene competitive binding, fluorescence; Potency, µM (top dose mostly 77.5 µM), inactives show at the top dose activity change, negative = displacement, hits mostly inhibitors; hit rate 0.074% among 350,000; P02791; AID 485281; further: potency means the concentration at half of the fitted maximal effect; on the % scale 0 is the no-effect control and ±100 the full control effect; nearly all actives have a fitted effect of over 20% in size
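Horse-spleen apoferritin (10 uM) in 50% saturated 1-aminoanthracene in PBS was incubated 10 min at room temperature with compound. Fluorescence (ex 380, em 535 nm) was normalized to free and bound 1-AMA, with concentration-response fitted by a four-parameter Hill equation.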
Numbers without * were called inactive; ? = inconclusive; . = no result given; & = joins results of further samples; [ ] = dose if it differs, or a comment. Unless noted, the call rests on the fitted dose curve; in most records, active means well fitted curve in the direction sought with a large enough effect; inconclusive means small, poorly fitted or top-dose-only effect, or another doubt; inactive means no such curve, though single readings can be large; an effect the other way counts as inactive or inconclusive. These rows are one share of the data; count on the stated rates, not on these rows.

molecule	POLH inh	POLB inh	POLI inh	Pol kappa inh	GRP78 ERSR act	Anesthetic bind	APEX1 inh	LDHA block	BLM helicase inh
N#C/C(=C(/O)COc1ccccc1)c1nc2ccccc2s1	-8%	45%	16%	0%	1%	-2%	14%	-3	2%
NNC(=O)c1ccc(S(=O)(=O)N2CCc3ccccc32)cc1	-1%	25%	127%[activator]	0%	-3%	-13%	4%	-5	1%
O=C(CCC(=O)N1CCN(c2ccccc2F)CC1)N1CCN(c2ccc(F)cc2)CC1	-15%	36%	120%[activator]	-2%	0%	-9%	8%	0	-5%
CCOC(=O)c1c(-c2cccc([N+](=O)[O-])c2)csc1N	-23%	-5%	-1%	4%	-3%	-2%	7%	2	-8%
CCCS(=O)(=O)NCCc1cc2c(C)ccc(C)c2[nH]c1=O	-1%	3%	-2%	-5%	-3%	-6%	7%	-5	-1%
COc1cccc(-c2nc(C(=O)NCC3CCCO3)cc3c2[nH]c2ccccc23)c1 (configuration not stated)	-26%	-7%	6%	11%	-4%	404%[activator]	29%	0	-3%
N#Cc1c(-c2ccc(F)cc2)ccnc1N1CCOCC1	-18%	-11%	18%	-2%	3%	-1%	1%	-4	-2%
O=C(NCC1CCCN(Cc2cccc(OCCO)c2)C1)c1ccc(F)cc1 (configuration not stated)	-10%	0%	-6%	3%	-4%	-11%	0%	-10	2%
C#CCSc1cc(C(F)(F)F)nc(-c2ccccn2)n1	-21%	-1%	45%[activator]	-5%	-1%	-16%	12%	-4	1%
Cc1ccc(SCC(=O)Nc2c(Br)cnn2C)cc1	10%	-2%	4%	-7%	-2%	2%	-3%	-4	-3%
CCOc1ccc2nc(NC(=O)CSc3nc4c(c(=O)n(C)c(=O)n4C)n3C(C)C)sc2c1	?	44%	27%	6%	-2%	-7%	12%	-1	-6%
Cc1cccc(C(=O)Nc2sc3c(c2C(=O)NCc2ccco2)CCCC3)c1	-16%	15%	-9%	-10%	-1%	46%	.	-15	-6%
COc1ccccc1NC(=S)N(Cc1ccccc1)Cc1ccccn1	-13%	?	98%[activator]	-13%	-3%	-6%	-3%	-4	-5%
Cc1c(NC(=O)COc2cccc(F)c2)c(=O)n(-c2ccccc2)n1C	-7%	.	-1%	-6%	-6%	.	2%	-4	.
Cn1cc(Cl)c(C(=O)N/N=C/c2ccc(OS(=O)(=O)c3ccccc3)cc2)n1	-8%	-2%	25%	-5%	-5%	-12%	-1%	-4	0%
CC(O)[C@@H](NC(=O)C1CCC(CNC(=O)[C@H](Cc2ccccc2)NC(=O)OC(C)(C)C)CC1)C(=O)O (some centres not stated)	-5%	-2%	1%	-7%	-2%	5%	-10%	-4	-2%
CCc1nn(CC(=O)NCCCOC)c(=O)c2cc3occc3n12	-12%	8%	16%	3%	-3%	-14%	.	-1	2%
COc1cc(OC)cc(-c2c(-c3cccs3)c3cc(-c4cccc5[nH]ccc45)ccc3n2C)c1	-2%	.	-4%	-7%	-1%	.	-8%	-3	.
CC1CCN(S(=O)(=O)c2ccc(-c3nnc(SCc4cccnc4)o3)cc2)CC1	7%	18%	-1%	-2%	-2%	-7%	4%	-12	-3%
CN(Cc1cccs1)C(=O)C1CCN(S(=O)(=O)c2ccccc2)CC1	3%	.	-2%	2%	-3%	.	-1%	-4	.
Cc1ccc(C(=O)NC2(C(F)(F)F)N=C(c3ccccc3)N(Cc3ccccc3)C2=O)cc1 (configuration not stated)	-18%	-17%	15%	-10%	-3%	?	.	5	-14%
CC(=O)Nc1ccc(S(=O)(=O)NCc2cn3c(C)csc3n2)cc1	3%	-9%	43%[activator]	-9%	-3%	6%	2%	-3	3%
COc1ccc2sc(N(Cc3cccnc3)C(=O)COc3ccccc3)nc2c1	0%	-1%	14%	-13%[60.1 µM]	-1%	-6%	.	-12	-1%
Cc1ccc(OCC(=O)Nc2cccc(S(=O)(=O)N3CCOCC3)c2)c([N+](=O)[O-])n1	-19%	27%	72%[activator]	-5%	-4%	-13%	11%	-8	-3%
COc1ccc(S(=O)(=O)N2CCCCCC2)cc1C(=O)OCC(=O)NC1CCS(=O)(=O)C1 (configuration not stated)	-21%	.	14%	4%	2%	.	6%	-4	.
c1ccc(-c2nnc(SCc3nnc(-c4cccs4)o3)o2)cc1	-12%	0%	0%	-3%	0%	-14%	11%	0	-1%
CCc1ccc(OCC(=O)Nc2ccc(-c3cc4ccccc4oc3=O)c(OC)c2)cc1	-20%	28%	1%	-13%	0%	51%[activator]	-5%	-7	-5%
CCc1cc(C(=O)Nc2c(C)nn(Cc3ccccc3Cl)c2C)no1	-4%	-6%	17%	-3%	0%	-12%	.	-5	-3%
COc1ccc(N2CCN(C(=O)CNC(=O)c3nn(-c4ccc(OC)cc4)c(=O)c4ccccc34)CC2)cc1	0%	41%	-11%	3%	0%	-11%	13%	-10	-3%
COc1ccc(C(=O)NNC(=O)c2cccc(F)c2)cc1	-3%	3%	10%	-5%	-3%	-10%	25%	-5	-8%

An excerpt from above in order of their number in POLI inh, smallest number first:
structure,POLI inh
c1ccc(-c2nnc(SCc3nnc(-c4cccs4)o3)o2)cc1,0%
Cc1ccc(C(=O)NC2(C(F)(F)F)N=C(c3ccccc3)N(Cc3ccccc3)C2=O)cc1 (configuration not stated),15%
N#C/C(=C(/O)COc1ccccc1)c1nc2ccccc2s1,16%

Next compounds.
molecule	POLH inh	POLB inh	POLI inh	Pol kappa inh	GRP78 ERSR act	Anesthetic bind	APEX1 inh	LDHA block	BLM helicase inh
O=[N+]([O-])c1ccc(CN2CCN(c3nc4ccccc4s3)CC2)cc1	-7%	0%	-14%	-5%	3%	-10%	7%	-9	-2%
Cc1cccc(C)c1OCc1nc2c3c(-c4ccccc4)c(-c4ccccc4)oc3ncn2n1	-8%	27%	43%[activator]	14%	0%	-10%	.	-5	-4%
Cc1cc(C)cc(NC(=O)C2CCCN(S(=O)(=O)c3ccc4[nH]c(=O)ccc4c3)C2)c1 (configuration not stated)	5%	-15%	?	-23%	-5%	?	22%	-3	-4%
CC(C)CN(C(=O)COC(=O)c1ccc(Br)o1)c1c(N)n(Cc2ccccc2)c(=O)[nH]c1=O	-5%	.	23%	-10%	0%	.	-1%	-3	.
COc1ccc(NS(=O)(=O)c2ccc(SC)cc2)c(OC)c1	-14%	2%	23%	-9%	-2%	-18%	8%	2	0%
COc1ccc(C(=O)NNC(=O)c2cc(C)[nH]n2)cc1	-8%	9%	8%	-1%	-3%	-3%	5%	-6	0%
COc1cccc2[nH]c3c(N4CCc5ccccc5C4)ncnc3c12	5%	3%	26%	-17%	3%	2%	-3%	2	-3%
S=C(NCCc1ccccc1)Nc1ccc(Cl)cc1Cl	-20%	-17%	-8%	-19%	-4%	?	-5%	-2	-6%
OCCC1CN(Cc2cccn2-c2nccs2)CCN1Cc1ccccc1 (configuration not stated)	-18%	-1%	25%	-17%	-2%	6%	-1%	-4	1%
CCOc1ccc(N(Cc2ccccc2)C(=O)c2nc(S(C)(=O)=O)ncc2Cl)cc1	-15%	13%	-11%	5%	-11%	?	.	-3	-14%
O=C(NCc1ccccc1F)C1CCN(C(=O)NCc2ccccc2)CC1	7%	0%	10%	-8%	-4%	-6%	-1%	-4	-2%
Cc1ccc([C@@H]2CC=C(C(=O)O)[C@H](c3ccc(Br)cc3)N2S(=O)(=O)c2ccc(C)cc2)cc1	?	.	?	-5%	3%	.	34%	5	.
O=C(c1ccc(OC(F)(F)F)cc1)c1ncc[nH]1	-13%	56%	-21%	-5%	7%	-4%	-11%	-4	0%
COc1ccccc1CNC(=O)CSc1ccc(-c2cccc([N+](=O)[O-])c2)nn1	-14%	20%	107%[activator]	-7%	-3%	?	-4%	0	-10%
CCOC(=O)N1CCN(C(=O)CSc2nnc(Cc3cccn3C)n2CCc2ccccc2)CC1	0%	-9%	-11%[58.9 µM]	6%	-3%	-10%	0%	-6	-5%
Cc1nc2cnc(N3CCOCC3)nc2n(Cc2cccs2)c1=O	.	.	.	-9%[60.1 µM]	0%	.	2%	.	-3%
O=C(NC(Cc1ccccc1)C(=O)O)/C(=C/c1ccc([N+](=O)[O-])cc1)NC(=O)c1ccccc1Br (configuration not stated)	-8%	4%	-12%	0%	-3%	-6%	-4%	-5	-3%
CCOc1cc(C(=O)N2CCc3c([nH]c4ccccc34)C2c2ccccc2)cc(OCC)c1OCC (configuration not stated)	-18%	21%	10%	-3%[60.1 µM]	-1%	7%	.	-1	-11%
COc1cc(OC)c(NC(=O)c2ccoc2C)cc1Cl	-8%	8%	42%[activator]	-7%	-1%	-9%	-2%	-1	-2%
CCOC(=O)c1cc2c(ccc3ccccc32)oc1=O	-5%	-2%	56%[activator]	-2%	4%	.	?	2	-10%
COc1cc2nc(CSc3nc(-c4ccc(F)cc4)cs3)[nH]c(=O)c2cc1OC	-26%	58%	15%	1%	-4%	-6%	?	-2	-10%
COc1ccc(-c2n[nH]c3c2C(c2ccc(Cl)cc2Cl)NC3=O)cc1 (configuration not stated)	-8%	7%	-11%	-17%	-9%	-8%	.	-5	2%
CCNc1c(NC(=O)c2cc(OCC)c(OCC)c(OCC)c2)c(=O)oc2ccccc12	-4%	25%	20%	7%	2%	-2%	.	1&-4	3%
